Source: PubChem
RGS7-Gao = RGS7-Galphao binding modulators, primary screen, biochemical, multiplexed bead flow cytometry | Guanine nucleotide-binding protein G(o) subunit alpha (Homo sapiens), P09471 | actives lie on both sides | binding response (% of control), % at 10 µM | actives 0.35% (n = 220,000); in the data active = binding response below about 49% or above about 150%; inconclusive = no clear call, values can overlap the other calls; inactive = in between;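 also: fluorescent Galphao held in activated GDP-AlF4 state binding bead-coupled RGS7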
Bcl-2 Bim block = inhibitors of Bim-Bcl-2 binding, primary screen, biochemical, multiplexed, human Bcl-2 family; AID 950, 2007; inhibition, % at 10 µM; Bead-based flow cytometry, Bim peptide-Bcl-2 binding; Apoptosis regulator Bcl-2 (Homo sapiens), P10415; actives 0.06% (n = 190,000); in the data active = inhibition above about 40%; inconclusive = no clear call, values can overlap the other calls;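 also: 0% = no compound wells with probe peptide and 100% = reference peptide inhibitor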
Target sequence (P10415 whole entry, looked up): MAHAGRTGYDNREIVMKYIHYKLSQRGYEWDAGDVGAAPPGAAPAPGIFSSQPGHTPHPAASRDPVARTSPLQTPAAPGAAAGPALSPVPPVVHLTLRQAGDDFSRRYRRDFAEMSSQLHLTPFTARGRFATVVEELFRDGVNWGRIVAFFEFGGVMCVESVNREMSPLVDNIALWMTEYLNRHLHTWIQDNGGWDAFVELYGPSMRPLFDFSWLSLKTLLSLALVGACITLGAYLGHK
Bcl-W Bim block = inhibitors of Bim binding to Bcl-W, primary screen, biochemical, multiplexed, bead-based flow cytometry. Bim peptide-Bcl-W binding. inhibition, % at 10 µM. actives 0.02% (n = 190,000);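 also: 0% = bound tracer without compound and 100% = peptide blocker; higher means less fluorescent Bim peptide bound to Bcl-W beads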
Bfl-1 Bim block = inhibitors of Bim binding to Bfl-1, primary screen, biochemical, multiplexed, bead-based flow cytometry; actives 0.12% (n = 190,000); Bim-Bfl-1 binding inhibition; inhibition, % at 10 µM;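 also: 0% = wells without compound plus tracer and 100% = blocker peptide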
Bcl-B Bim block = inhibitors of Bim-Bcl-B binding, primary screen, biochemical, multiplexed, human Bcl-2 family. Bcl-2-like protein 10 (Homo sapiens), Q9HD36. bead-based flow cytometry, Bim peptide-Bcl-B binding. inhibition, % at 10 µM. actives 0.073% (n = 190,000). AID 951, 2007;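 also: 0% = tracer peptide without compound and 100% = reference inhibitor peptide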
RGS8-Gao = RGS8-Galphao binding modulators, primary screen, biochemical, multiplexed bead flow cytometry. Guanine nucleotide-binding protein G(o) subunit alpha (Homo sapiens), P09471. actives lie on both sides. response (percent of control binding), % at 10 µM. actives 0.34% (n = 220,000). AID 1423, 2008; in the data active = response below about 60% or above about 140%; inactive = in between;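 also: Galphao activated as the GDP aluminium fluoride complex binding bead-coupled RGS8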
Bim-Bcl-XL = inhibitors of Bim-Bcl-XL binding, primary screen, biochemical, multiplexed, bead flow cytometry, human Bcl-XL; Bcl-2-like protein 1 (Homo sapiens), Q07817; Bim peptide-Bcl-XL binding, fluorescence; inhibition, % at 10 µM; AID 1007, 2008; actives 0.04% (n = 190,000)
Target sequence (Q07817 whole entry, looked up): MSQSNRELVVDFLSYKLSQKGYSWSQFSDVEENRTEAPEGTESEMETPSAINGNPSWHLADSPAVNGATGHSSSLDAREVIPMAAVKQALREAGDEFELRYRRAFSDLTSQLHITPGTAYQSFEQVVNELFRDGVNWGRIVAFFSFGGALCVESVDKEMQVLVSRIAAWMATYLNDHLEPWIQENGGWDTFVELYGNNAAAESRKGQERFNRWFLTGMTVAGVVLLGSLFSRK
Mcl1-Bid inh = Mcl-1/Bid binding inhibitors, primary screen, biochemical, TR-FRET, 1536-well. Induced myeloid leukemia cell differentiation protein Mcl-1 (Homo sapiens), Q07820. TR-FRET Mcl-1/Bid-Dy647 peptide binding. inhibition, % at 21.7 µM. actives 0.97% (n = 220,000). AID 1021, 2008;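 active = compounds that cut the binding signal by more than half at the single screening dose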;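 also: His-tagged Mcl-1 with europium anti-His antibody binding Bid BH3 peptide; 0% = Mcl-1 plus peptide wells and 100% = peptide-only wells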
Target sequence (Q07820 whole entry, looked up): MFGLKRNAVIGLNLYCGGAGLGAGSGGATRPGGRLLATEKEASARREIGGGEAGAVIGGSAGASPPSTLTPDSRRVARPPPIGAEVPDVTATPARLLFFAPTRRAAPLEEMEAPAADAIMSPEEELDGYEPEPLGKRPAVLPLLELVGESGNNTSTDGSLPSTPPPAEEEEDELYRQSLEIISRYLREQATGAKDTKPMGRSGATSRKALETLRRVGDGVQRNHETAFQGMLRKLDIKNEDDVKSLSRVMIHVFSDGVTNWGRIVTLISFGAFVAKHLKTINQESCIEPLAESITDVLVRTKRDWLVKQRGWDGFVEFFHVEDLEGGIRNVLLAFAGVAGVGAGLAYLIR
GSH bead fluor = compound fluorescence on glutathione beads, profiling panel, artefact control, biophysical, 488/530 nm, flow cytometry; actives 0.25% (n = 190,000); GSH beads flow cytometry, compound fluorescence 488/530 nm; active compounds read high; AID 1776, 2009; fluorescence (KMESF) at 10 µM; in the data active = fluorescence above about 89;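 also: glutathione beads carrying GST-tagged Bcl family fusion proteins plus one bare bead set; values are compound well signal with DMSO vehicle wells as background; inactives centre near 16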
RGS4-Gao reg = modulators of RGS4 binding to Galphao, primary screen, biochemical, multiplexed bead flow cytometry. AID 1415, 2008. actives 0.33% (n = 220,000). binding response (% of control), % at 10 µM. actives lie on both sides. Guanine nucleotide-binding protein G(o) subunit alpha (Homo sapiens), P09471; in the data active = binding response below about 49% or above about 150%; inactive = in between;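 also: fluorescent Galphao activated with aluminum fluoride binding bead-coupled RGS4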
Bim-Mcl-1 = inhibitors of Bim peptide binding to Mcl-1, primary screen, biochemical, bead-based flow cytometry, multiplex. Induced myeloid leukemia cell differentiation protein Mcl-1 (Homo sapiens), Q07820. Bim peptide-Mcl-1 binding. inhibition, % at 10 µM. actives 0.1% (n = 190,000);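 also: 0% = no compound tracer wells and 100% = peptide blocker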
Active calls of the source: *; ? = inconclusive. Rule as the data show it, unless noted: active = inhibition above about 40%.

SMILES	RGS7-Gao	Bcl-2 Bim block	Bcl-W Bim block	Bfl-1 Bim block	Bcl-B Bim block	RGS8-Gao	Bim-Bcl-XL	Mcl1-Bid inh	GSH bead fluor	RGS4-Gao reg	Bim-Mcl-1
COc1cc2c(cc1O)[C@H](Cc1ccc(Oc3cc(C[C@@H]4NCCc5cc(OC)c(O)cc54)ccc3O)cc1)NCC2	107	9	3	15	25	103	-1	42	11	100	-1
NS(=O)(=O)c1ccc(NC(=S)NC2CCCC2)cc1	124	-1	-1	20	-47	92	-5	-66	3	99	-18
CCN(CC)CCN(C(=O)c1ccc([N+](=O)[O-])cc1)c1nc2ccc(OC)cc2s1	97	-3	0	-3	-2	101	3	-10	24	101	-2
CC(C)c1csc(CN2CCN(Cc3ccccc3)C(CCO)C2)n1 (stereo not drawn)	99	-4	-2	-7	-4	101	-3	-36	9	100	0
CCN(CC)S(=O)(=O)c1ccc(N2CCCCC2)c(NC(=O)c2ccncc2)c1	101	-2	-4	-5	-2	103	1	-2	13	100	-3
Cc1ccc(S(=O)(=O)N/N=C/c2cn(C)nc2C)cc1	98	-13	-6	-22	-11	99	-13	-36	25	100	-7
COc1ccc(NC(=O)O/N=C/c2ccncc2)cc1	104	-2	-3	-2	-5	102	-2	-27	22	105	-3
Cc1ccc(C(=O)OC2CCOC2=O)cc1NC(=O)c1ccco1 (stereo not drawn)	106	-2	-2	-14	-11	103	-6	-49	28	103	-1
CCN(CC)C(=O)CSc1nc2ccccc2c(=O)n1CCC(=O)NCc1ccc(F)cc1	99	-10	0	-9	-9	100	-4	-14	25	99	-2
Cc1ccc(-c2nnn(CC(=O)N(Cc3cccs3)C(C(=O)NC3CCCC3)c3ccncc3)n2)cc1 (stereo not drawn)	100	-6	-4	-2	-7	102	-8	-9	20	105	-3
Cc1ccccc1-c1nn2c(-c3ccccc3)nnc2s1	99	-14	-3	-12	-13	100	-5	-11	23	99	-1
S=C(NCc1cccs1)Nc1cccc2ccccc12	97	-4	-7	-7	-7	95	-5	-27	14	91	-1
O=C(c1cccc2ccccc12)N1CCN(c2ccccc2F)CC1	103	-8	0	-12	-9	103	-5	-11	14	104	-2
CCOc1ccccc1N(CC(=O)NCCSc1ccccc1)S(C)(=O)=O	100	-2	1	-3	0	99	-2	-9	12	104	1
COc1cc(NS(=O)(=O)c2ccc(NC(=S)NC(=O)COc3ccccc3OC)cc2)nc(OC)n1	103	-5	0	-6	-5	100	-3	-36	12	106	1
CCOC(=O)NC(CC(=O)O)c1ccc(OC)cc1 (stereo not drawn)	99	-1	-2	-2	-5	100	-2	5	31	101	-1
CCOc1ccc(CCNC(=O)C2CCCN(S(=O)(=O)c3c(C)n[nH]c3C)C2)cc1OCC (stereo not drawn)	102	-11	-3	-20	-9	102	-10	-11	33	105	-5
Cc1cccc(NN=C2c3ccccc3-c3ccccc32)c1	101	-6	1	-1	0	100	0	-9	13	104	-4
C=CCNC(=S)Nc1sc2c(c1C(=O)OCC)CC(C(C)C)OC2 (stereo not drawn)	102	-4	0	0	-4	104	0	-96	9	100	0
COc1ccc(C2=NN(C(=O)CN3CCOCC3)C(c3nc4ccccc4[nH]3)C2)cc1 (stereo not drawn)	?	1	-2	2	1	101	-2	-21	12	98	-1

Gathered by group: the compounds so far with an NH in an aromatic ring
SMILES	RGS7-Gao	Bcl-2 Bim block	Bcl-W Bim block	Bfl-1 Bim block	Bcl-B Bim block	RGS8-Gao	Bim-Bcl-XL	Mcl1-Bid inh	GSH bead fluor	RGS4-Gao reg	Bim-Mcl-1
CCOc1ccc(CCNC(=O)C2CCCN(S(=O)(=O)c3c(C)n[nH]c3C)C2)cc1OCC (stereo not drawn)	102	-11	-3	-20	-9	102	-10	-11	33	105	-5
COc1ccc(C2=NN(C(=O)CN3CCOCC3)C(c3nc4ccccc4[nH]3)C2)cc1 (stereo not drawn)	?	1	-2	2	1	101	-2	-21	12	98	-1

Next part.
SMILES	RGS7-Gao	Bcl-2 Bim block	Bcl-W Bim block	Bfl-1 Bim block	Bcl-B Bim block	RGS8-Gao	Bim-Bcl-XL	Mcl1-Bid inh	GSH bead fluor	RGS4-Gao reg	Bim-Mcl-1
O=C1C2C3CC(C(Br)C3Br)C2C(=O)N1c1ccccn1 (stereo not drawn)	93	-1	-3	0	-1	100	-3	-3	16	99	-1
O=C(NCCOC(=O)c1ccc([N+](=O)[O-])cc1)c1cccnc1	98	-3	-3	-4	-3	104	-2	-18	19	104	1
CCN(CC)C(=S)NC(=O)c1cccnc1	104	0	1	-4	-4	101	0	-35	10	98	0
COc1ccc(N(C)S(=O)(=O)c2cccc(C(=O)N(C)Cc3ccc(C)o3)c2)cc1	90	-4	-1	2	2	92	-2	-16	18	88	-4
COc1ccc(C(C(=O)NC(C)(C)C)N(Cc2cccs2)C(=O)CCC(=O)Nc2cc(C)on2)cc1 (stereo not drawn)	99	-5	-5	0	-6	102	-5	-5	17	100	-5
C[C@@H](C(=O)Nc1nc(-c2ccccn2)cs1)N1C(=O)C2CCCCC2C1=O (stereo partly drawn)	100	4	2	24	-14	99	-2	-13	18	95	-1
Cc1ccc(OCC(=O)NCc2cccnc2)cc1	106	-1	0	-4	-2	106	-1	-18	26	102	0
CNc1ccccc1C(C)(C)c1cc(-c2cccc([N+](=O)[O-])c2)no1	?	0	-1	1	-1	98	0	-11	15	100	-1
O=C(NCC1CCCO1)C(C(=O)c1ccccc1)n1ccccc1=O (stereo not drawn)	98	-7	1	-7	-7	98	-1	-7	36	99	0
O=C1C2=C(CCCC2)C(=O)N1c1cccc(OCCBr)c1	105	-3	-3	0	-8	103	-11	3	11	105	-3
O=C(O)c1ccc(CNCc2ccc(Cl)cc2)cc1	99	9	10	11	6	98	10	-10	9	99	5
CCOC(=O)c1c(NC(C)=O)sc2c(OCCN(CC)CC)c(Br)ccc12	102	-3	-2	-3	-2	96	-3	-14	15	93	-1
CCn1c(COc2ccc(Cl)cc2)nnc1SCc1ccc(C#N)cc1	103	-10	-2	-10	-14	98	-8	-8	13	96	-2
COc1ccc(OCCCC(=O)Nc2nncs2)cc1	94	6	-4	12	4	94	-2	-13	23	94	-5
Cc1csc(C(=O)O)c1-c1c(C)csc1C(=O)O	104	-3	-6	-16	-8	104	-6	-19	13	99	-2
CCOc1ccc(Nc2cc(=O)oc3ccccc23)cc1	103	0	-1	-1	0	101	-2	-31	10	101	0
COc1ccc(OC)c(S(=O)(=O)N(C)CC(=O)N2CCc3ccccc3C2)c1	112	0	2	0	-2	116	6	-29	40	117	-4
O=C1/C(=C\Nc2ccccc2)CCN1c1ncccn1	97	0	4	-7	-1	100	0	-96	15	100	5
CCC(=S)/C=C1\Sc2ccccc2N1CCCS(=O)(=O)O	105	0	-1	-2	1	97	-3	-49	28	94	0
CCN(CC)C(=O)C(C)OC(=O)COc1ccc(Cl)cc1Cl (stereo not drawn)	99	-6	1	-16	-2	100	-1	-6	9	99	0
CCOc1ccccc1NC(=O)CSc1nnc(CNC(=O)c2ccco2)o1	97	0	4	-8	-8	102	2	-49	16	103	7
COc1ccc(CCNC(=O)Cn2c(=O)n(-c3cc(F)ccc3F)c(=O)c3sccc32)cc1OC	101	-7	-1	-14	-8	106	-5	0	12	104	-3
CCOc1cc(C(=O)NC)cc(Br)c1OCc1ccccc1	96	0	2	-1	-1	100	-3	2	12	100	3
CC(C)=CCN1CCN(Cc2cccnc2)CC1CCO (stereo not drawn)	97	0	1	-6	0	99	-1	-8	8	101	0
CCOC(=O)C1=C(CP(=O)(c2ccccc2)c2ccccc2)NC(=O)NC1c1ccc(OC)cc1 (stereo not drawn)	104	-7	1	-2	1	105	-4	-3	9	102	74*
Cc1nnc(NC(=O)CSc2nccn2C)s1	98	-4	0	3	0	100	1	-15	16	98	4
Cc1ccc(/C=C2\CCCC3=C2NC(=S)NC3c2ccc(C)cc2)cc1 (stereo not drawn)	105	9	1	27	-30	102	-1	-26	19	106	-5
Cc1ccc(NC(=S)NN(C)c2cc(C)nc(C)n2)cc1	99	-9	-5	-7	-7	103	-9	-46	17	105	-5
COc1ccc(Br)cc1C(=O)N/N=C/c1ccc([N+](=O)[O-])cc1	98	1	-1	-1	-11	99	-1	5	12	100	-3
CC(C)Sc1nc2c(c(=O)n(C)c(=O)n2C)n1Cc1ccc(Cl)cc1	102	-8	1	-10	-5	101	-4	5	30	100	0

One compound at a time (already shown). Order of values: RGS7-Gao, Bcl-2 Bim block, Bcl-W Bim block, Bfl-1 Bim block, Bcl-B Bim block, RGS8-Gao, Bim-Bcl-XL, Mcl1-Bid inh, GSH bead fluor, RGS4-Gao reg, Bim-Mcl-1
`CCn1c(COc2ccc(Cl)cc2)nnc1SCc1ccc(C#N)cc1` is entered as 103, -10, -2, -10, -14, 98, -8, -8, 13, 96, -2
`CCOC(=O)NC(CC(=O)O)c1ccc(OC)cc1` (stereo not drawn) is entered as 99, -1, -2, -2, -5, 100, -2, 5, 31, 101, -1
`COc1cc2c(cc1O)[C@H](Cc1ccc(Oc3cc(C[C@@H]4NCCc5cc(OC)c(O)cc54)ccc3O)cc1)NCC2` is entered as 107, 9, 3, 15, 25, 103, -1, 42, 11, 100, -1
`CCC(=S)/C=C1\Sc2ccccc2N1CCCS(=O)(=O)O` is entered as 105, 0, -1, -2, 1, 97, -3, -49, 28, 94, 0
`COc1cc(NS(=O)(=O)c2ccc(NC(=S)NC(=O)COc3ccccc3OC)cc2)nc(OC)n1` is entered as 103, -5, 0, -6, -5, 100, -3, -36, 12, 106, 1
